Source: PubChem BioAssay
CSN inh – blocks human CSN-mediated cullin deneddylation; Q92905; Purified CSN, SCF-Nedd8-OG deneddylation, fluorescence polarization; inhibition, % at 12.5 µM; 360,000 compounds, 0.38% hits;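 active means pattern-corrected inhibition above about 35%, with an unprinted fluorescence ratio check between 0.5 and 1.5, limit read from the data, passing the limit was not always enough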;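 further: 0% = enzyme with substrate and 100% = substrate without enzyme; some results filed as inactive read as strong as hits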
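Assay system: purified human Csn5 enzyme expressed in HEK293T cells; measure: % inhibition; also added: SCFSkp2-Nedd8OG substrate at 10 nM final; technique: fluorescence polarization; times: reaction 90 min, room temperature; medium: Tris buffer pH 7.5, NaCl, DTT, Tween-20, trehalose, ovalbumin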
MT1-MMP act inh – MT1-MMP (human) activation inhibition. P50281. AID 651647. HT1080 RFP-PRO-GFP cells, GFP/RFP ratio fluorescence, overnight; percent of plate control window, DMSO zero. 360,000 compounds, 0.061% hits. GFP/RFP ratio change, % at 20 µM;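 active means GFP/RFP ratio change of at least 30% with cell ATP level not reduced by more than half and red fluorescence within 50% of control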; further: strong numbers were not always called active
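Material – HT1080 RFP-PRO-GFP cells · Control set – DMSO wells and RFP-L50D-GFP cells · Incubation – overnight cell settling, then overnight compound exposure, 37 °C, 5% CO2 · Compound dosing – single-point 20 µM compound, 1% DMSO · Read-out – GFP/RFP fluorescence ratio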
Rin1-Abl PPI inh – blocks binding of human Rin1 to Abl. P00519+Q13671. TR-FRET Rin1/Abl binding, biochemical. inhibition, % at 7.35 µM. 360,000 compounds, 0.4% hits; in the data active means inhibition above about 5%, passing the limit was not always enough
NadD block – blocks S. aureus nicotinate mononucleotide adenylyltransferase; purified NadD enzyme, colorimetric absorbance read-out; inhibition, % at 20 µM; 360,000 compounds, 0.78% hits; AID 602399; in the data active means inhibition above about 26%; further: some compounds past the cut are filed as inactive
Neddylation inh – cullin neddylation inhibition | P61081+Q13564 | TR-FRET cullin neddylation, biochemical | calls only at 25 µM | 360,000 compounds, 0.58% hits | AID 651699; in the data active means inhibition above about 36%
SKN-1 inh – blocks SKN-1 activity in C. elegans. C. elegans VP596 Pgst-4::GFP/RFP ratio, acrylamide-induced, 24 h. inhibition, % at 21.8 µM. 360,000 compounds, 0.49% hits;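 active means interference check ratio from 0.5 to 1.5 plus GFP to RFP signal ratio inhibition reaching or exceeding a fixed threshold, cut at about 30% in these data, passing the limit was not always enough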; further: some compounds called inactive have numbers as strong as hits
PABP1 MLLE inh – inhibitors of microRNA-mediated deadenylation, human PABP1 MLLE binding | 360,000 compounds, 0.36% hits | P11940 | inhibition, % at 20 µM | GST-MLLE / FITC-PAM2 fluorescence polarization; in the data active means inhibition above about 35%, passing the limit was not always enough;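 further: plate controls were DMSO wells with GST-MLLE for no effect and wells lacking GST-MLLE protein for full effect; some results filed as inactive read as strong as hits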
Rpn11 inh – inhibitors of human proteasome Rpn11 | AID 588493 | human 26S proteasome, Ub4-pepOG fluorescence polarization; 20S core pre-blocked with epoxomicin | calls only at 20 µM | 360,000 compounds, 0.59% hits;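 active means inhibition at 20 µM, scaled to each plate's controls, above about 33%, limit read from the data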
FAS-TE inh – inhibitors of human fatty acid synthase thioesterase domain; P49327; recombinant FAS-TE, OMFH fluorogenic substrate, fluorescence endpoint; inhibition, % at 15 µM; 360,000 compounds, 0.67% hits;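 active means compounds whose normalised, plate-corrected inhibition of enzyme fluorescence in the single-dose primary screen is 50% or more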;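 further: 0% = DMSO with enzyme and 100% = substrate without enzyme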
* marks the source's active call; other numbers are inactive results; i = inactive; . = no result given; + = active, no number.

SMILES	CSN inh	MT1-MMP act inh	Rin1-Abl PPI inh	NadD block	Neddylation inh	SKN-1 inh	PABP1 MLLE inh	Rpn11 inh	FAS-TE inh
Cc1cccc(C(=O)Nc2cccc(Br)c2)c1[N+](=O)[O-]	-2	-1	1	-8	i	8	-6	i	18
COc1ccc(CCNC(=O)COC(=O)Cc2cccc(F)c2)cc1	2	0	0	0	i	9	12	i	-8
COc1ccc(OC)c(NC(=O)CSc2nc(-c3ccccc3)cc(=O)[nH]2)c1	-3	-1	1	-1	i	11	7	i	-1
Cc1sc(NC(=O)c2cc(-c3ccc(Cl)cc3)nc3ccccc23)c(C(N)=O)c1C	7	-7	-3	33*	i	-13	30	i	6
CN1CCc2c(sc(NC(=O)C3CCN(S(=O)(=O)c4cccs4)CC3)c2C(N)=O)C1	-2	0	-1	-1	i	-6	-4	i	-4
NC(=O)c1oc2ccccc2c1NC(=O)c1ccccc1	1	-2	-3	-3	i	9	-10	i	-13
N#Cc1cccc(NC(=O)CCNS(=O)(=O)c2ccc3[nH]c(=O)oc3c2)c1	2	-2	-2	-1	i	6	-28	i	-7
O=c1[nH]oc2cc(Cl)ccc12	-5	-1	1	0	i	-1	-4	i	-4
CCOP(=O)(c1c(F)c(F)c(F)c(F)c1F)C(O)c1ccccc1 (configuration not stated)	2	3	-1	1	i	15	9	i	-3
COc1ccc(-c2nc(Cn3c(SCc4cccc(F)c4)nc4ccncc43)c(C)o2)cc1OC	1	2	1	-5	i	-3	-34	i	8
CC1(c2nnnn2-c2ccc3c(c2)OCCO3)CCC(=O)N1CCOc1ccccc1 (configuration not stated)	-1	4	.	-1	i	-7	.	.	-10
O=C(NN=Cc1ccc2c(c1)CCC2)c1ccccc1O	4	5	-2	2	.	10	-6	i	-1
CC(C)On1c(SC(C)C)nc2ccccc2c1=O	5	4	-1	3	i	-10	1	i	9
CC1CN(C(=O)C2CCCCC2)C(C)CN1C(=O)C1CCCCC1 (configuration not stated)	1	3	1	-1	i	-9	2	i	-7
Cc1nn(-c2ccccc2)c2c1C(O)n1c(nc3ccccc31)S2 (configuration not stated)	-2	-1	-1	4	i	7	-1	i	-10
CC(C)(C)C(=O)NC(=S)N1CCc2ccccc21	-3	3	-2	-9	i	-8	-18	i	-6
Cc1ccc(C(=O)C(C)OC(=O)C2=COCCO2)cc1C (configuration not stated)	-4	-3	-3	0	i	-5	16	i	-7
COc1ccc(S(=O)(=O)N(C)C[C@H]2OCc3cnnn3CCCC(=O)N([C@H](C)CO)C[C@H]2C)cc1	-1	1	5	-2	i	-9	-6	i	-6
Cc1ccc(NC(=O)COc2cccc3ccc(C)nc23)c(Br)c1	-10	5	4	-1	i	15	-1	i	4
N/C(=N\OC(=O)Cc1ccc(Cl)cc1)c1ccccn1	-1	3	0	2	i	0	6	i	-3
COc1cc(C(F)(F)F)ccc1C(=O)NCCc1ccco1	-4	-1	5	3	i	5	1	i	2
CNC(=O)c1sccc1S(=O)(=O)Cc1c(Cl)cccc1Cl	-3	1	2	-3	i	-4	5	i	-5
CSc1ccc(CN2CCSCC2)cc1	-2	0	0	-2	i	7	-2	i	-6
COc1ccccc1CCNC(=O)C1CCC(=O)N(Cc2cccc(F)c2)C1 (configuration not stated)	1	12	-2	0	i	-5	11	i	-5
COc1ccccc1CNC(=O)CCNC(=O)c1ccco1	-3	6	3	-8	i	-23	5	i	-6
CCN(c1ccccc1)S(=O)(=O)c1ccc(Cl)c(C(=O)NC2CCN(Cc3ccccc3)CC2)c1	1	2	1	-2	i	3	-10	i	4
COC(=O)c1cc(C#N)c(N2CCOCC2)nc1C	-24	0	2	9	i	2	8	i	-6
O=C(Nc1cccc(-n2cnnn2)c1)c1ccccc1Br	-4	2	2	-5	i	-12	3	i	-1
O=[N+]([O-])c1ccccc1C=NNC(=S)NN=Cc1ccccc1[N+](=O)[O-]	0	3	-4	17	i	9	13	i	18
Cc1c(-c2nnc(-c3ccc(C(F)(F)F)cc3)o2)cnn1-c1ccccc1	2	6	-2	3	i	-15	3	i	-3
C=CCn1c(=S)[nH]c2ccccc2c1=O	-2	-1	2	-1	i	-8	-67	i	-5
Cc1csc(SC(C)C(=O)Nc2ccc(F)cc2Cl)n1 (configuration not stated)	2	0	0	-1	i	17	-7	i	1
CCCCC(CCC(=O)O)(C(=O)OCC)c1csc(Nc2ccccc2)n1 (configuration not stated)	-3	2	2	5	i	-11	2	i	-1
O=C(O)C1CCCCC1C(=O)Nc1ccc2c(c1)CCC2 (configuration not stated)	-4	3	-1	-1	i	13	14	i	-3
O=C(NNC(=O)C1C2CCC(C2)C1C(=O)O)c1ccc(Cl)cc1 (configuration not stated)	-10	-3	3	-2	i	-5	0	i	-4
CCN(CC(O)COCc1ccc(Cl)cc1)C1CCCCC1 (configuration not stated)	-4	-2	7	-13	i	8	6	i	-7
COc1ccc(OCCOc2ccc(C)nc2[N+](=O)[O-])cc1	1	4	3	-4	i	2	5	i	2
Cc1ccc(C2CCN(C(=S)Nc3cccc(Cl)c3)C2)cc1 (configuration not stated)	-5	2	-2	-7	i	5	-122	i	27
CCCN(CCC)S(=O)(=O)c1ccc(C(=O)Nc2ccc(OCC(=O)N3CCOCC3)cc2)cc1	-1	4	2	-7	i	-9	-1	i	-2
CC1CCN(c2cc(=O)n(C3CCCCC3)c(=O)[nH]2)CC1	2	-1	-2	1	i	5	-4	i	-3
Cc1ccc(C(=O)N/C(=C\c2ccc(Cl)cc2)C(=O)NCCCN2CCOCC2)cc1	0	3	-2	-9	i	2	6	i	1
CCOc1ccccc1N1CCN(Cc2cnc(-c3ccccc3)[nH]2)CC1	2	3	-3	-7	i	-2	16	i	-7
Cc1cc(-c2ccc(C(C)C)c(S(=O)(=O)N3CCN(c4ccccc4)CC3)c2)on1	0	-6	2	-5	i	5	3	i	29
CCN(CC)C(=O)C1=C(C)N(Cc2ccc(C(C)(C)C)cc2)C(=O)C(CC(=O)NCc2cccc3ccccc23)C1 (configuration not stated)	4	-12	0	2	i	-5	14	i	21
C=CCN1C(=O)c2ccc(C(=O)NCCc3ccc(OC)c(OC)c3)cc2C1=O	2	3	4	-7	i	-14	7	i	-4
CCN(CC)c1ccc2cc(C(=O)O)c(=O)oc2c1	-5	9	5	-3	.	-32	5	i	-6
CCOc1ccc(NC(=O)COc2ccc3c(c2)OCO3)cc1	-3	0	1	-4	i	-14	10	i	2
CCc1ccc(N=C2NC(=O)/C(=C/c3cc(OC)c(O)c(OC)c3)S2)cc1	30	-88	-1	-2	i	6	-102	.	5
Cc1c(Cl)cccc1NC(=S)N1CCN(c2ccccn2)CC1	3	4	4	0	i	1	-49	i	-10
CCCOC(=O)CC1C(=O)NCCN1Cc1ccccc1C (configuration not stated)	5	-1	0	0	i	8	-7	i	3
N/C(Cc1ccc(Cl)c(Cl)c1)=N\OC(=O)c1cccs1	1	4	-1	-3	i	-16	-2	i	26
O=C(NC1CCCCC1)c1c2c(nc3ccccc13)CCC2	-1	0	-2	3	i	4	-14	i	-3
CSC1CCCCC1(O)CSc1nc2c(cc1C#N)CCCC2 (configuration not stated)	3	1	2	4	i	13	15	i	30
O=C(Cn1nc(Cl)nc1Cl)c1ccc([N+](=O)[O-])cc1	3	3	-1	-1	i	0	6	i	17
Cc1ccc(S(=O)(=O)/N=C(/NC(=S)Nc2cccc(C)c2)c2ccccc2)cc1	-2	0	-3	-1	i	-3	25	i	-4
CC(C)C[C@H](NC(=O)N1CCCCCC1)C(=O)O	0	3	0	0	i	-2	3	i	-6
COc1ccc(NC(=O)Nc2nnc(CC(=O)Nc3ccccc3)s2)cc1	3	4	-1	0	i	-3	-9	i	-2
CCN1CCOC(CC(=O)Nc2cccc([N+](=O)[O-])c2)C1=O (configuration not stated)	-4	2	4	-3	i	-2	-5	i	-6
COc1ccc(S(=O)(=O)N2CCN(CCC(=O)Nc3ccc(F)cc3)CC2)cc1	4	-4	5	-8	i	1	-11	i	4
CC(C(=O)Nc1ccc2c(c1)OCO2)N(c1ccc(Cl)cc1)S(C)(=O)=O (configuration not stated)	-4	3	-3	-3	i	7	-5	i	5

2 entries from above, as labelled records:
Structure: COc1ccc(NC(=O)Nc2nnc(CC(=O)Nc3ccccc3)s2)cc1
- CSN inh = 3
- MT1-MMP act inh = 4
- Rin1-Abl PPI inh = -1
- NadD block = 0
- Neddylation inh = i
- SKN-1 inh = -3
- PABP1 MLLE inh = -9
- Rpn11 inh = i
- FAS-TE inh = -2
Structure: CCN1CCOC(CC(=O)Nc2cccc([N+](=O)[O-])c2)C1=O (configuration not stated)
- CSN inh = -4
- MT1-MMP act inh = 2
- Rin1-Abl PPI inh = 4
- NadD block = -3
- Neddylation inh = i
- SKN-1 inh = -2
- PABP1 MLLE inh = -5
- Rpn11 inh = i
- FAS-TE inh = -6

The list goes on.
SMILES	CSN inh	MT1-MMP act inh	Rin1-Abl PPI inh	NadD block	Neddylation inh	SKN-1 inh	PABP1 MLLE inh	Rpn11 inh	FAS-TE inh
CC(=O)CSc1nc2c(c(=O)[nH]c(=O)n2C)n1CCCc1ccccc1	2	3	1	-1	i	23	-67	i	2
O=C1C(Cc2cccc([N+](=O)[O-])c2)S/C(=N/N=C/c2ccco2)N1c1ccccc1 (configuration not stated)	-1	3	-1	-3	i	9	5	i	5
COc1ccc(S(=O)(=O)N2CCOCC2)cc1NC(=O)CSc1ccc(F)cc1	-2	-1	0	-6	i	-7	2	i	3
O=C(Nc1ccccc1C(F)(F)F)c1cc(S(=O)(=O)N2CCOCC2)ccc1F	1	4	2	6	i	4	5	i	-2
Cc1cc(=O)n(C(NC(=O)c2ccccc2)C(=O)c2ccccc2)cn1 (configuration not stated)	1	4	4	-1	i	3	-8	i	-3
Cc1cc(-n2cnc(-c3cn[nH]c3C)n2)no1	2	1	-3	-1	i	-6	-3	i	-5
O=c1[nH]c(-c2ccc3c(c2)OCO3)nc2c1sc(=S)n2-c1ccccc1	3	-2	0	0	i	-2	-16	+	0
COc1ccc(N2CC(C(=O)O)CC2=O)cc1 (configuration not stated)	3	3	0	5	i	4	-4	i	-7
CC(=O)Nc1ccccc1NC(=O)C/C(C)=N/NC(=O)c1ccccn1	2	-2	1	-5	i	3	3	i	-5
O=C(Nc1ccc(F)cc1)Nc1ccc(Cl)cn1	0	0	-3	-1	i	13	10	i	-5
Cc1ccc(C)c(S(=O)(=O)NCCOc2nc(NC(C)C)nc(NC(C)C)n2)c1	0	-4	1	1	i	-3	3	i	-1
CCOC(=O)c1cc(-c2ccccc2)sc1NC(=O)C(C)OC(=O)c1cccc(S(=O)(=O)N(C)C)c1 (configuration not stated)	-6	-5	-2	5	i	2	6	i	27
COc1ccccc1CNC(=O)c1ccncc1	0	0	4	7	i	-8	-10	i	-2
CC(=O)N1N=C(c2cccc(O)c2)CC1c1cccs1 (configuration not stated)	-3	5	-3	-5	i	16	20	i	-5

3 records picked at random from those above, as already listed:
SMILES	CSN inh	MT1-MMP act inh	Rin1-Abl PPI inh	NadD block	Neddylation inh	SKN-1 inh	PABP1 MLLE inh	Rpn11 inh	FAS-TE inh
CCOc1ccccc1N1CCN(Cc2cnc(-c3ccccc3)[nH]2)CC1	2	3	-3	-7	i	-2	16	i	-7
CCN1CCOC(CC(=O)Nc2cccc([N+](=O)[O-])c2)C1=O (configuration not stated)	-4	2	4	-3	i	-2	-5	i	-6
Cc1ccc(S(=O)(=O)/N=C(/NC(=S)Nc2cccc(C)c2)c2ccccc2)cc1	-2	0	-3	-1	i	-3	25	i	-4
